PPC-1+TRAIL kill: kills PPC-1 cancer cells in the presence of TRAIL. PPC-1 cells + TRAIL, ATPLite viability luminescence. cell killing (% activity), % at 4 µM. 0.41% of 220,000 active;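 active means cell killing above 50% in the first pass at 4 µM, then a duplicate retest at 5 µM averaging 50% or more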;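 further: plate controls were cells with TRAIL plus DMSO for no effect and medium-only wells lacking cells for full effect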
NPY-Y1 antag: NPY-Y1 (human) receptor antagonism | P25929 | HEK293-CNG Y1 cells, membrane potential fluorescence; NPY at EC95, then isoproterenol | inhibition, % at 3.6 µM | 1% of 200,000 active | AID 1040;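 active means inhibition above the campaign mean inhibition of all tested compounds plus 3 SD, cut at about 20% in these data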;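 further: 0% = DMSO wells given NPY plus isoproterenol and 100% = isoproterenol alone without NPY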
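Test system: HEK293 cells co-expressing NPY Y1 receptor and cyclic-nucleotide gated channel; Also added: NPY (25 nM), isoproterenol (1 µM), Ro 20-1724 (25 µM); Compound dosing: one concentration, 3.6 µM, in 0.4% DMSO; Timing: dye 3 h, compound 60 min room temperature, stimulation 45 min; Technique: Membrane-potential fluorescent dye readout.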
PGE2 EP2 inh: EP2 receptor (human) inhibition | P43116 | C6 glioma cells expressing human EP2, cAMP TR-FRET; cells stimulated with saturating PGE2 | inhibition, % at 25 µM | 0.52% of 260,000 active | AID 1422;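 active means percent inhibition above 40 after rounding to a whole number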;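 further: rat C6 glioma host cells with rolipram phosphodiesterase inhibitor present; the protocol text gives 20 µM as final concentration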
CHOP inhibitor: inhibitors of CHOP induction in ER stress response; CHO-K1 CHOP-promoter luciferase, tunicamycin-induced, 15-18 h; inhibition, % at 10 µM; 3.8% of 220,000 active; AID 2732;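 active means compounds that reduced the stress-induced luciferase reporter signal by more than about 70% of percent inhibition, limit read from the data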;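 further: 0% = tunicamycin plus vehicle and 100% = wells without tunicamycin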
zfTRPN1 agonist: zebrafish TRPN1 (NompC) channel agonism. 0.18% of 220,000 active. activation, % at 3 µM. AID 1424. HEK293 zebrafish TRPN1-YFP, Fluo-8 calcium fluorescence; 100% = response to 87 µM carbachol;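 active means activation above its plate's cutoff, the mean activation of test wells on that plate plus 3 SD, cut at about 19% in these data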;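 further: 0% = DMSO alone and 100% = 87 µM carbachol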
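Material – zebrafish TRPN1-YFP in HEK293 cells · Doses – 3 µM single point · Schedule – dye 1 h 37 °C plus 30 min RT · Signal – Fluo-8 calcium fluorescence, excitation 470-495 nm, emission 515-575 nm · Read-out – % activation versus carbachol response · Control set – carbachol high, DMSO low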
NPY1 pot ag: potentiates or activates human NPY-Y1 receptor; NPY-Y1 expressing cells, potentiator/agonist activation; activation, % at 3.6 µM; 0.37% of 220,000 active; AID 1304; in the data active means activation above about 33%, passing the limit was not always enough;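 further: cells stimulated with NPY at EC10 then isoproterenol at EC100; 0% = low agonist plus stimulus and 100% = saturating agonist plus stimulus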
14-3-3 Bad inh: disrupts binding of bovine 14-3-3 zeta to phospho-Bad peptide; P63103; TR-FRET 14-3-3zeta/Dy647-pBad peptide displacement, 1 h; inhibition, % at 21.7 µM; 0.71% of 220,000 active; AID 781;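 active means inhibition above about 70%, limit read from the data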;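 further: 0% = full 14-3-3 plus peptide FRET controls and 100% = background without 14-3-3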
Target sequence (P63103 whole entry, looked up): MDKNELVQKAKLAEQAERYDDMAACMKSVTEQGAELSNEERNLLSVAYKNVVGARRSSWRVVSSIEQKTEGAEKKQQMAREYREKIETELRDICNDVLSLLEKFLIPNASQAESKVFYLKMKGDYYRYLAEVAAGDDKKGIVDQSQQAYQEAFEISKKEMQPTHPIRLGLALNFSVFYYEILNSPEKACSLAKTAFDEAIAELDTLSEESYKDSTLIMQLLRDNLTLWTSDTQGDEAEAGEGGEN
TRPML3 ag: activates the human TRPML3 channel. activation, % at 3 µM. HEK293 TRPML3-YFP, Fluo-8 calcium fluorescence; 100% = the carbachol control signal. AID 1448. 0.29% of 220,000 active;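 active means activation above its plate's cutoff, the mean activation of the plate's test wells plus 3 SD, cut at about 12% in these data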;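 further: 0% = DMSO only wells and 100% = carbachol wells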
Target sequence (Q8TDD5 whole entry, looked up): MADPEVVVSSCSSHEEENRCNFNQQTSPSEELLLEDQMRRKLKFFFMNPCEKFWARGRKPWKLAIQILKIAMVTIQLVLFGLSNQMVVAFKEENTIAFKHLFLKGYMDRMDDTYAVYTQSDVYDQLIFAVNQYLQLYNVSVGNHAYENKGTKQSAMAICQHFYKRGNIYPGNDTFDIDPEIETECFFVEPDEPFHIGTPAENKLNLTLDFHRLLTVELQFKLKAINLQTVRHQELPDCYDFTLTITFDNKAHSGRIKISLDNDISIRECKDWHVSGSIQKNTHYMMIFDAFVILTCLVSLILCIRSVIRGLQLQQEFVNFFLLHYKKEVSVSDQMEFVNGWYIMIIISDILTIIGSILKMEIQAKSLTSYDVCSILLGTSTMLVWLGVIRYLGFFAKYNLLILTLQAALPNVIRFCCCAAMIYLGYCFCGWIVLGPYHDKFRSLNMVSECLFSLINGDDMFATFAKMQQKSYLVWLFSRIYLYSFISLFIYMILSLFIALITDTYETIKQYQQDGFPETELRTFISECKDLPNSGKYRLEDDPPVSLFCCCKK
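Material: HEK293 cells stably carrying human TRPML3-YFP; compound dosing: single dose, 3 µM final nominal compound, 0.3% DMSO final; incubation: 1-h 37 °C dye load, 5-s basal, 120-s post-compound reads; technique: Fluo-8 intracellular calcium fluorescence, excitation 470-495 nm, emission 515-575 nm; read-out basis: percent activation from peak-to-basal fluorescence ratio, scaled between DMSO and carbachol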
EP2 modulator: modulates human prostaglandin E2 receptor EP2 signaling; induction, % at 25 µM; 0.83% of 260,000 active; P43116; EP2-expressing cells, cAMP HTRF FRET, PGE2 co-stimulation; AID 940;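 active means compounds whose cAMP rise, as percent of the full-agonist control response, exceeds 60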;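 further: rat C6 glioma line stably carrying human EP2 under a CMV promoter; the protocol text gives 20 µM as final concentration; 100% = response of wells given 1 µM PGE2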
The depositor's hits bear a star; & = joins results of further samples; [ ] = another dose, or the depositor's remark.

How did O=C(CCN1C(=O)c2ccc([N+](=O)[O-])cc2C1=O)Nc1nccs1 do in these assays?
PPC-1+TRAIL kill: -16; NPY-Y1 antag: 7; PGE2 EP2 inh: -2; CHOP inhibitor: 5; zfTRPN1 agonist: 1.0; NPY1 pot ag: -10; 14-3-3 Bad inh: -3; TRPML3 ag: 0.6; EP2 modulator: -12

What do the screens show for `Cc1ccc(S(=O)(=O)NNC(=O)Cc2cccn2C)cc1`?
PPC-1+TRAIL kill: 2; NPY-Y1 antag: 2; PGE2 EP2 inh: 6; CHOP inhibitor: 19; zfTRPN1 agonist: 1.3; NPY1 pot ag: 3; 14-3-3 Bad inh: -9; TRPML3 ag: -0.5; EP2 modulator: 14

What do the screens show for `COc1ccc(/C=N/NC(=O)Cn2cnc3c2c(=O)n(C)c(=O)n3C)c(OC)c1OC`?
PPC-1+TRAIL kill: 19; PGE2 EP2 inh: 12; CHOP inhibitor: -2; zfTRPN1 agonist: 2.9; NPY1 pot ag: 11; 14-3-3 Bad inh: -6; TRPML3 ag: 1.4; EP2 modulator: -32

Results for CN(c1ccccc1)c1nc(N2CCCC2)nc(-n2ccnc2)n1 ?
PPC-1+TRAIL kill: -12; NPY-Y1 antag: 7; PGE2 EP2 inh: 13; CHOP inhibitor: -15; zfTRPN1 agonist: -1.5; NPY1 pot ag: -8; 14-3-3 Bad inh: 14; TRPML3 ag: -1.2; EP2 modulator: 82*

Results for COC(=O)c1c(NC(=O)CSc2nnnn2-c2ccccc2)sc2c1CCC(C(C)(C)C)C2 (configuration not stated) ?
PPC-1+TRAIL kill: -12; NPY-Y1 antag: 3; PGE2 EP2 inh: 6; CHOP inhibitor: -3; zfTRPN1 agonist: 0.3; NPY1 pot ag: -10; 14-3-3 Bad inh: -24; TRPML3 ag: 0.0; EP2 modulator: -1

How did O=[N+]([O-])c1cc(Cl)ccc1N1CCN(c2cccc(C(F)(F)F)c2)CC1 do in these assays?
PPC-1+TRAIL kill: 20; NPY-Y1 antag: 20*; PGE2 EP2 inh: 4; CHOP inhibitor: 15; zfTRPN1 agonist: 0.5; NPY1 pot ag: 6; 14-3-3 Bad inh: -7; TRPML3 ag: 0.7; EP2 modulator: 41

What do the screens show for `CN(C)S(=O)(=O)c1ccc(NC(=O)COc2ncnc3c2cnn3-c2ccccc2)cc1`?
PPC-1+TRAIL kill: 14; NPY-Y1 antag: -5; PGE2 EP2 inh: 6; CHOP inhibitor: 3; zfTRPN1 agonist: 0.8; NPY1 pot ag: 4; 14-3-3 Bad inh: 8[fluorescence artefact?]; TRPML3 ag: 0.0; EP2 modulator: -8

How did c1ccc(CNC2=NCCC2)nc1 do in these assays?
PPC-1+TRAIL kill: 17; NPY-Y1 antag: 0; PGE2 EP2 inh: 6; CHOP inhibitor: 26; zfTRPN1 agonist: 0.3; NPY1 pot ag: -11; 14-3-3 Bad inh: -8; TRPML3 ag: 0.5; EP2 modulator: 12

How did CCN(Cc1ccccc1)S(=O)(=O)c1ccc(C(=O)N2CCN(c3nc4ccccc4s3)CC2)cc1 do in these assays?
PPC-1+TRAIL kill: 26; NPY-Y1 antag: 5; PGE2 EP2 inh: 14; CHOP inhibitor: 50; zfTRPN1 agonist: 1.6; NPY1 pot ag: -6; 14-3-3 Bad inh: 7; TRPML3 ag: 0.8; EP2 modulator: 22

Results for CC(C(=O)NC1CCCC1)N1CCN(Cc2ccccc2)CC1 (configuration not stated) ?
PPC-1+TRAIL kill: 13; NPY-Y1 antag: -4; PGE2 EP2 inh: 6; CHOP inhibitor: 0; zfTRPN1 agonist: -0.2; NPY1 pot ag: 0; 14-3-3 Bad inh: 1; TRPML3 ag: -0.3; EP2 modulator: 5

What do the screens show for `Cn1c(Cn2c(=O)sc3ccccc32)nnc1SCC(=O)NC1CCCCC1`?
PPC-1+TRAIL kill: -7; NPY-Y1 antag: 4; PGE2 EP2 inh: 14; CHOP inhibitor: 18; zfTRPN1 agonist: -0.4; NPY1 pot ag: -6; 14-3-3 Bad inh: 5; TRPML3 ag: -0.2; EP2 modulator: 4

Results for Cn1nnc2cc(C(=O)N3CCN(c4ccccc4)CC3)ccc21 ?
PPC-1+TRAIL kill: 9; NPY-Y1 antag: 0; PGE2 EP2 inh: 12; CHOP inhibitor: 9; zfTRPN1 agonist: -1.5; NPY1 pot ag: 4; 14-3-3 Bad inh: -2; TRPML3 ag: 0.4; EP2 modulator: -8

How did CCOc1cc2[nH]c(=S)n(CC3CCCO3)c(=O)c2cc1OCC (configuration not stated) do in these assays?
PPC-1+TRAIL kill: -5; NPY-Y1 antag: -4; PGE2 EP2 inh: 7; CHOP inhibitor: -11; zfTRPN1 agonist: -0.5; NPY1 pot ag: 1; 14-3-3 Bad inh: -18; TRPML3 ag: 0.7; EP2 modulator: -4

Results for CN1CCN(c2ccccc2NC(=O)c2cc3c(s2)-c2ccccc2OC3)CC1 ?
PPC-1+TRAIL kill: 1; PGE2 EP2 inh: 10; CHOP inhibitor: -3; zfTRPN1 agonist: 4.7; NPY1 pot ag: 9; 14-3-3 Bad inh: -1; TRPML3 ag: 3.8; EP2 modulator: -36

Results for Cc1c(NC(=O)C(C)OC(=O)c2cccc([N+](=O)[O-])c2)c(=O)n(-c2ccccc2)n1C (configuration not stated) ?
PPC-1+TRAIL kill: 15; NPY-Y1 antag: -4; PGE2 EP2 inh: 4; CHOP inhibitor: -7; zfTRPN1 agonist: -0.2; NPY1 pot ag: -4; 14-3-3 Bad inh: 5; TRPML3 ag: 0.9; EP2 modulator: 11

How did O=C(CCC(=O)Nc1ccc(F)cc1)N/N=C/c1ccccc1O do in these assays?
PPC-1+TRAIL kill: 15; NPY-Y1 antag: 4; PGE2 EP2 inh: 9; CHOP inhibitor: 29; zfTRPN1 agonist: 0.2; NPY1 pot ag: -10; 14-3-3 Bad inh: -3; TRPML3 ag: 0.7; EP2 modulator: -38

How did COc1cc2nc(CN3CCC(C(O)(c4ccccc4)c4ccccc4)CC3)[nH]c(=O)c2cc1OC do in these assays?
PPC-1+TRAIL kill: 19; NPY-Y1 antag: 3; PGE2 EP2 inh: 10; CHOP inhibitor: 13; zfTRPN1 agonist: -0.2; NPY1 pot ag: -8; 14-3-3 Bad inh: -4; TRPML3 ag: 1.0; EP2 modulator: 25

What do the screens show for `Cc1cc(N2C(=O)C3C4c5ccccc5C(c5ccccc54)C3C2=O)no1` (configuration not stated)?
PPC-1+TRAIL kill: 3; NPY-Y1 antag: -3; PGE2 EP2 inh: 7; CHOP inhibitor: -5; zfTRPN1 agonist: -2.9; NPY1 pot ag: 14; 14-3-3 Bad inh: -1; TRPML3 ag: 13*; EP2 modulator: 0

Results for O=C(O)COc1ccc2c(-c3ccccc3)cc(=O)oc2c1 ?
PPC-1+TRAIL kill: 2; NPY-Y1 antag: 20*; PGE2 EP2 inh: 10; zfTRPN1 agonist: -0.3; NPY1 pot ag: -23; TRPML3 ag: 0.5

What do the screens show for `CCCC1Nc2ccc(C(=O)O)cc2C2C=CCC12` (configuration not stated)?
PPC-1+TRAIL kill: 12; NPY-Y1 antag: 2; PGE2 EP2 inh: 8; CHOP inhibitor: -26; zfTRPN1 agonist: -1.1; NPY1 pot ag: 13; 14-3-3 Bad inh: 9; TRPML3 ag: 0.2; EP2 modulator: 18

Results for COc1cccc(-c2nc(CS(=O)(=O)CC(=O)N3CCc4ccccc43)c(C)o2)c1 ?
PPC-1+TRAIL kill: -6; NPY-Y1 antag: 2; PGE2 EP2 inh: 13; CHOP inhibitor: 39; zfTRPN1 agonist: -0.9; NPY1 pot ag: -6; 14-3-3 Bad inh: -1; TRPML3 ag: 0.2; EP2 modulator: 4

How did COc1ccc(/C=C/C(=O)N(c2ccccn2)C2CCCCC2)cc1OC do in these assays?
PPC-1+TRAIL kill: 34; NPY-Y1 antag: 7; PGE2 EP2 inh: 5; CHOP inhibitor: 19; zfTRPN1 agonist: 0.7; NPY1 pot ag: -13; 14-3-3 Bad inh: -5; TRPML3 ag: -1.6; EP2 modulator: 18

How did CC(=O)c1cc2c(cc1NC(=O)c1ccccc1C)OCO2 do in these assays?
PPC-1+TRAIL kill: 33; NPY-Y1 antag: -3; PGE2 EP2 inh: 3; CHOP inhibitor: -18; zfTRPN1 agonist: 1.4; NPY1 pot ag: -5; 14-3-3 Bad inh: 7; TRPML3 ag: 0.7; EP2 modulator: 15

How did O=C(NCNC(=O)c1ccccc1)c1ccccc1 do in these assays?
PPC-1+TRAIL kill: 8; NPY-Y1 antag: 3; PGE2 EP2 inh: 14; CHOP inhibitor: -17; zfTRPN1 agonist: -0.3; NPY1 pot ag: 7; 14-3-3 Bad inh: 2; TRPML3 ag: 0.4; EP2 modulator: 9

What do the screens show for `O=C(NC(=S)NNC(=O)c1ccccc1O)c1cccnc1`?
PPC-1+TRAIL kill: -18; NPY-Y1 antag: -2; PGE2 EP2 inh: 7&5; CHOP inhibitor: -3; zfTRPN1 agonist: 1.8; NPY1 pot ag: 15; 14-3-3 Bad inh: -17; TRPML3 ag: 1.0; EP2 modulator: -10&23

How did COc1ccc2oc(C(=O)C3CC3)c(N)c2c1 do in these assays?
PPC-1+TRAIL kill: 18; NPY-Y1 antag: -7; PGE2 EP2 inh: 21; CHOP inhibitor: -10; zfTRPN1 agonist: -0.1; NPY1 pot ag: 24; 14-3-3 Bad inh: -12[fluorescence artefact?]; TRPML3 ag: 1.2; EP2 modulator: -30

Ordered by heavy-atom count (largest number first): three of the compounds above.
Results for COc1cccc(-c2nc(CS(=O)(=O)CC(=O)N3CCc4ccccc43)c(C)o2)c1 ?
PPC-1+TRAIL kill: -6; NPY-Y1 antag: 2; PGE2 EP2 inh: 13; CHOP inhibitor: 39; zfTRPN1 agonist: -0.9; NPY1 pot ag: -6; 14-3-3 Bad inh: -1; TRPML3 ag: 0.2; EP2 modulator: 4

What do the screens show for `CCCC1Nc2ccc(C(=O)O)cc2C2C=CCC12` (configuration not stated)?
PPC-1+TRAIL kill: 12; NPY-Y1 antag: 2; PGE2 EP2 inh: 8; CHOP inhibitor: -26; zfTRPN1 agonist: -1.1; NPY1 pot ag: 13; 14-3-3 Bad inh: 9; TRPML3 ag: 0.2; EP2 modulator: 18

How did COc1ccc2oc(C(=O)C3CC3)c(N)c2c1 do in these assays?
PPC-1+TRAIL kill: 18; NPY-Y1 antag: -7; PGE2 EP2 inh: 21; CHOP inhibitor: -10; zfTRPN1 agonist: -0.1; NPY1 pot ag: 24; 14-3-3 Bad inh: -12[fluorescence artefact?]; TRPML3 ag: 1.2; EP2 modulator: -30

Source: PubChem

A portion of the library (hit frequency here may not be typical).
